TAG inh: inhibitors of triacylglycerol accumulation, primary screen, cell-based, uHTS, fluorescence, H9c2 | H9c2 cells, Nile Red lipid (TAG) fluorescence; cells loaded with 200 µM oleic acid | inhibition, % at 12.5 µM | hit rate 0.66% among 230,000;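 active means pattern-corrected inhibition of lipid staining of at least 50% with the nuclear-stain viability signal not falling by more than 50%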;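 further: 0% = DMSO wells and 100% = triacsin C control wells; some results filed as inactive read as strong as hits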
TAG inh DAPI viability: second read-out of TAG inh, no call of its own (marks repeat the call); DAPI nuclei signal change (viability), lower = more cytotoxic, %;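 whole-well DAPI fluorescence read on a plate reader as a viability signal; minus 50 percent equals half of cells still viable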
Numbers without * were called inactive.

No.	SMILES	TAG inh	TAG inh DAPI viability
1	Cc1ccc(N2C(=O)N(CC(=O)Nc3cccc([N+](=O)[O-])c3C)C(=O)C2C)cc1 (stereo not given)	-9	1
2	COc1ccccc1-c1sc2ccccc2c1-c1ccc2c(c1)OCO2	-12	7
3	Cc1c(O)ccc(-c2n[nH]c(C(=O)O)c2-c2nc3ccccc3s2)c1O	17	-3
4	Cc1ccc(-c2nn(C(C)(C)C)c3ncnc(N)c23)cc1	50	-24
5	CCn1c(SCC(=O)Nc2ccc(NC(=O)c3ccco3)cc2)nnc1-c1cccs1	-11	3
6	O=C(c1ccc(NS(=O)(=O)c2cccc3cccnc23)cc1)N1CCOCC1	-13	-13
7	O=C(NCc1ccco1)C1CCN(c2nc3ccccc3n2Cc2ccccc2F)CC1	-14	0
8	CCOc1ccccc1NCc1nnc(-c2ccccc2)o1	-6	-3
9	O=C(CSc1nc(=O)n2ccccc2n1)NCc1ccc2c(c1)OCO2	9	2
10	Cc1cccc(S(=O)(=O)NC(=O)C2(C)CCN2C(=O)c2ccc(C3CCCCC3)cc2)c1 (stereo not given)	6	7
11	Cn1c(=O)c2[nH]c(CN3CCN(Cc4ccccc4)CC3)nc2n(C)c1=O	2	6
12	O=C(COc1cccnc1[N+](=O)[O-])N1CCC(Cc2ccccc2)CC1	-22	13
13	COc1ccc(NC2=C(C(C)=O)C(c3ccc(OC)c(OC)c3)C(C(C)=O)C(C)(O)C2)cc1 (stereo not given)	-19	-12
14	Cc1ccc2nc(Cl)c3nnnn3c2c1	82	-62
15	COc1ccc(Nc2nc3ccccc3nc2NS(=O)(=O)c2ccc(NC(C)=O)cc2)cc1	-7	12
16	COc1ccc(C(=O)NCC(=O)N=Nc2c(O)n(Cc3ccccc3)c3ccccc23)cc1OC	4	5
17	Cc1ccc(N/C(C(Cl)=C(Cl)Cl)=C(/Cl)[N+](=O)[O-])c(C)c1	13	6
18	CN1C(=S)SC(C)(C)C1/[N+]([O-])=C/c1cccnc1 (stereo not given)	-12	7
19	Cc1c(C(=O)N(C)C(C)c2ccccn2)oc2c(F)cccc12 (stereo not given)	-5	-6
20	Cc1cc2c(c(C#N)c1C)NC=NC2C (stereo not given)	-21	-2
21	COCCNC(=O)C1(C)CCN(C(=O)c2cc(C(C)(C)C)nn2C)C1 (stereo not given)	-3	1
22	COc1cc(C(=S)N2CCN(c3ccccc3Cl)CC2)cc(O)c1O	-1	-8
23	Cc1cc(C)n2nc(C(=O)Nc3cccnc3)nc2n1	-16	5
24	CCCCc1nnc(NC(=O)C2=COCCO2)s1	12	0
25	CC(=O)Nc1ccc(S(=O)(=O)NNC(=O)c2cc3c4ccccc4n(C)c3s2)cc1	-4	-4

Ordered by SMILES length (high to low): 3 of the compounds above
No.	SMILES	TAG inh	TAG inh DAPI viability
15	COc1ccc(Nc2nc3ccccc3nc2NS(=O)(=O)c2ccc(NC(C)=O)cc2)cc1	-7	12
3	Cc1c(O)ccc(-c2n[nH]c(C(=O)O)c2-c2nc3ccccc3s2)c1O	17	-3
14	Cc1ccc2nc(Cl)c3nnnn3c2c1	82	-62

The listing picks up; the seven compounds before the break are reprinted first.
No.	SMILES	TAG inh	TAG inh DAPI viability
19	Cc1c(C(=O)N(C)C(C)c2ccccn2)oc2c(F)cccc12 (stereo not given)	-5	-6
20	Cc1cc2c(c(C#N)c1C)NC=NC2C (stereo not given)	-21	-2
21	COCCNC(=O)C1(C)CCN(C(=O)c2cc(C(C)(C)C)nn2C)C1 (stereo not given)	-3	1
22	COc1cc(C(=S)N2CCN(c3ccccc3Cl)CC2)cc(O)c1O	-1	-8
23	Cc1cc(C)n2nc(C(=O)Nc3cccnc3)nc2n1	-16	5
24	CCCCc1nnc(NC(=O)C2=COCCO2)s1	12	0
25	CC(=O)Nc1ccc(S(=O)(=O)NNC(=O)c2cc3c4ccccc4n(C)c3s2)cc1	-4	-4
26	COc1ccc(C/C(C)=N/NS(=O)(=O)c2ccc(Br)cc2)cc1	-20	10
27	COc1ccc(C)cc1NC(=O)NC1CCCc2ccccc21 (stereo not given)	7	-9
28	CCOCc1nnc(NC(=O)c2cc(OC)c(OC)cc2[N+](=O)[O-])s1	11	-6
29	COC(=O)c1cc(OC)c(OC)cc1NC(=O)c1csc(C)c1	24	5
30	O=C(N/N=C/c1ccc(O)cc1)c1cc(C2CC2)[nH]n1	1	-5
31	O=C(Cc1ccc([N+](=O)[O-])cc1)Nc1cccc(C(=O)N2CCCCC2)c1	-23	-1
32	CC1(C)OC(=CC=Nc2ccc(Cl)cc2)OC1(C)C	9	-7
33	CCN(CC(=O)Nc1c(F)cccc1F)C(=O)c1ccc(N2CCOCC2)c([N+](=O)[O-])c1	8	2
34	COc1ccc(-c2csc(NC(=O)CN3C(=O)CCC3=O)n2)cc1	15	-7
35	O=C(COc1ccc(/C=C2/NC(=O)NC2=O)cc1)Nc1ccc(F)cc1	-4	12
36	Cn1cc(CNC(=O)CC2C(=O)NCCN2CC(C)(C)C)cn1 (stereo not given)	-7	-1
37	C=CCc1c(C)nc(SCc2ccccc2)[nH]c1=O	7	-8
38	CS(=O)(=O)N(CC(=O)Nc1ccc2c(c1)OCCO2)c1ccc2c(c1)OCO2	-16	4
39	O=C(CCCCCCCCC(=O)N1CCCCC1)N1CCCCC1	-3	-6
40	Cc1c(C(=O)N2CCCCC2)oc2ccccc12	2	4
41	c1ccc2c(c1)nc(N1CCOCC1)c1ccccc12	2	6
42	CCCc1cc(=O)[nH]c(SCC(=O)N2CCCc3ccccc32)n1	7	1
43	CCOc1cc(C(=O)NN=C2CCCC2)cc(OCC)c1OCC	0	6
44	CN1C(=O)S/C(=C/c2ccc(OCc3cccc(C(=O)O)c3)cc2)C1=O	21	-17
45	Nn1c(SCC(=O)NCCCc2ccccc2)nnc1-c1cccnc1	-10	5
46	CC(C)(C)c1ccc(C(=O)/C=C2\NC(=O)CS2)cc1	-4	-12
47	COC(=O)c1cc(OC)c(OC)cc1NC(=O)c1cccc(OC)c1OC	-5	12
48	COc1ccccc1CN1CC(C(=O)N(C)CCCn2nc(C)cc2C)CCC1=O (stereo not given)	-10	12
49	O=C(NCC(F)(F)F)c1ccc(S(=O)(=O)NCCc2ccc3c(c2)OCCO3)cc1	-23	0
50	Cc1c(OCc2ccccc2)c(=O)ccn1Cc1ccc(F)cc1	-22	23
51	O=C(CC1C(=O)NC2CCCCC2N1C(=O)c1ccc([N+](=O)[O-])cc1)Nc1ccccc1 (stereo not given)	17	-8
52	CCc1ccc(NC2=CC(=O)C(=O)c3ccccc32)cc1	23	-3
53	COc1ccc(NC(=O)CN(C)CC(=O)Nc2ccc(Cl)cc2[N+](=O)[O-])cc1	5	-5
54	COc1cccc(NC(=O)CCC2CCN(Cc3nccs3)CC2)c1	-9	2
55	CSCCC(NC(=O)COc1ccccc1)C(=O)N1CCCCC1 (stereo not given)	-7	-5
56	CC1(C(=O)NS(=O)(=O)c2cccc(OC(F)F)c2)CCN1C(=O)CCc1cccs1 (stereo not given)	8	-5
57	CN(C)S(=O)(=O)c1ccc(N2CCCC2)c(C(=O)Nc2ccccc2)c1	0	-5
58	Cc1onc(-c2ccccc2Cl)c1C(=O)NCc1ccc2c(c1)cc(C)n2C	7	-7
59	CCS(=O)(=O)c1nc(S(=O)(=O)c2ccc(C)cc2)c(NCCCN(C)C)s1	-5	7
60	CCOC(CNC(=O)Cn1nc(C)c2ccccc21)OCC	-1	-3
61	CN1C(=S)SC(C)(C)C1(C)NO (stereo not given)	-1	5
62	CC(C)OC(=O)Cn1c(=O)oc2ccccc21	4	8
63	CC(C)(c1ccc(O)c([N+](=O)[O-])c1)c1ccc(O)c([N+](=O)[O-])c1	-5	-1
64	CCN(CC)CCCNCC(=O)Nc1ccc2c(c1)CCC2	17	1
65	CCOc1ccc(S(=O)(=O)N(CC(=O)N2CCC(C(N)=O)CC2)c2ccc(F)cc2)cc1	-8	-1
66	CC(=O)c1cccc(NC(=O)c2cccc(S(=O)(=O)N(C)C)c2)c1	18	7
67	Cc1ccc(S(=O)(=O)N2CCCCC2)cc1NC(=O)COC(=O)c1ccccc1F	-3	-2
68	CCN(CC)S(=O)(=O)c1ccc(O)c(NC(=O)CN2CCc3ccccc3C2)c1	10	-4
69	N#CCCn1cc(C(=O)Nc2ccccc2Br)c(-c2cccs2)n1	-7	10
70	O=C(Nc1cccc(Cl)c1N1CCOCC1)c1cc([N+](=O)[O-])ccc1N1CCOCC1	9	-1
71	CC(=O)NCC(=O)OCC(=O)Nc1nc(-c2ccccc2)cs1	12	-3
72	O=C(C[C@H]1C/C=C\CC[C@H](Cc2ccc(F)cc2)C(=O)O[C@@H](c2ccccc2)CNC1=O)N[C@@H](CO)Cc1ccccc1	-54	10
73	N#CCSc1nnc(Cc2ccc3c(c2)OCO3)o1	2	4
74	OCc1ccccc1OCCCOc1cccc2cccnc12	1	-4
75	Cc1ccc(S(=O)(=O)N(C)C)cc1NC(=O)COC(=O)CC1CCCC1	-20	-1

(next part)
No.	SMILES	TAG inh	TAG inh DAPI viability
76	CC(=O)c1cccc(N(CC(=O)Nc2ccc(S(=O)(=O)N3CCCC3)cc2)S(C)(=O)=O)c1	6	-7
77	CCOC(=O)c1nc(C)n(-c2ccc([N+](=O)[O-])cc2)n1	-1	0
78	CCCn1cnc2cc(NCc3cccs3)ccc21	-10	3
79	COc1ccc(-c2nnc(SCC(=O)O)n2C)cc1OC	5	1
80	CC1C(=O)N2CCCc3cc(NS(=O)(=O)c4ccccc4)cc1c32 (stereo not given)	14	-9
81	CSc1ccc(C2(O)Cc3cccc[n+]3C2c2ccccc2)cc1 (stereo not given)	9	1
82	O=C(Cc1nnc(NC(=O)Nc2ccc(F)cc2)s1)NCc1ccccc1	5	7
83	CCN(CC(=O)NC(=O)NCc1ccccc1)CC(=O)Nc1cc(Cl)ccc1C	-4	-8
84	Nc1ccn(CC(=O)NCCCc2ccccc2)c(=O)n1	11	-16
85	Cc1ccc(S(=O)(=O)N2CCN(S(=O)(=O)c3ccccc3Br)CC2)cc1	9	-6
86	O=C1CC(NC(=O)C(F)(F)F)=NN1c1ccccc1	17	7
87	Cc1ccc(S(=O)(=O)C(NC(=O)c2ccccc2)=C(Cl)Cl)cc1	-17	-4
88	O=C(CCn1c(=S)oc2ccccc21)NCCC1=CCCCC1	-10	5
89	Cc1cc(C)n2nc(C(=O)OCCOc3ccc(F)cc3)nc2n1	7	38
90	Cc1ccc(-c2nnn3c2nc(Cl)c2ccccc23)cc1	29	-17
91	O=C(CSc1nnc(-c2ccc(OC(F)F)cc2)o1)NCc1cccs1	0	-2
92	CCn1c(N2CCN(C(=O)/C=C/c3ccccc3)CC2)nc2ccccc21	14	-16
93	Cc1cc(C)n(CC2CC(=O)N(c3ccccc3)C2=O)n1 (stereo not given)	-6	9
94	C=Cn1cc[n+](CC(=O)c2ccc(C)cc2)c1	-5	-3
95	O=C(NCCc1ccc(F)cc1)C(=O)NCC1CCCN1S(=O)(=O)c1cccs1 (stereo not given)	9	-16
96	Cc1ccc(NS(=O)(=O)c2ccc(F)cc2)nc1	8	-9
97	OC(c1ccc(F)cc1)c1nc(-c2ccoc2)cs1 (stereo not given)	-16	16
98	O=C1CC[C@@H](CN(Cc2ccccc2)Cc2cn[nH]c2-c2cc3ccccc3o2)N1	5	5
99	COCCCNC(=S)NNC(=O)c1ccc(S(=O)(=O)N2CCC(C)CC2)cc1	10	5
100	COc1cc(C(C)=O)ccc1OCC(=O)Nc1cc(Cl)ccc1-n1cncn1	11	-3
101	CCc1cccc(C)c1NC(=O)CN1C(=O)NC(C)(CCC(C)C)C1=O (stereo not given)	-22	-1
102	Cc1cc(OCC(=O)NNC(=O)c2cnccn2)cc(C)c1Cl	-4	0
103	O=C(O)CC1(CC(=O)Nc2ccc(F)cc2F)CCCCC1	-5	7
104	Cn1nc(C(F)(F)F)c(-c2cccc(C(F)(F)F)c2)c1NC(=O)c1nccnc1C(=O)O	-7	9
105	Cc1cccc(NC(=O)C2c3ccccc3Oc3ccccc32)n1	-2	-1
106	C=C(C1=CCN(S(=O)(=O)C(C)(C)C)[C@@H]1CCO)c1ccccc1	9	-9
107	CNCCOc1ccccc1-c1ccccc1	6	13
108	CCN(CC)S(=O)(=O)c1ccc(C(=O)Nc2nnc(C(C)C)s2)cc1	0	-1
109	CN(c1ccccc1)S(=O)(=O)c1cccc(C(=O)NCC(=O)Nc2ccc(F)c(F)c2F)c1	21	-7
110	COc1ccc(/C(O)=C2\C(=O)C(=O)N(c3cc(C)on3)C2c2cccc(OC)c2OC)cc1C (stereo not given)	-2	1
111	Cc1ccc(CNC(=O)C2CCCN(c3nc4ccccc4o3)C2)cc1 (stereo not given)	1	3
112	CC(C)N(C)Cc1cn(C)nc1-c1ccc(Oc2ccccc2)cc1	7	-2
113	Cc1c(/C(Cc2ccccc2)=N/O)c2ccccc2n1C	2	-10
114	CCOC(=O)c1sc(=NC(=O)CCSc2ccccc2)n(C)c1C	-10	-1
115	COc1cc(C=C(c2nc3ccccc3s2)c2nc3ccccc3s2)ccc1O	0	7
116	CC(C)C[C@@H](CO)N1CCN(CCc2ccccc2)CCC1=O	-9	3
117	COCc1cc(Sc2ccc(Cl)cc2)nc(C)n1	7	3
118	Cc1ccsc1C(=O)NCCc1ccco1	10	2
119	CC(C)(C)/C(O)=C/c1nc2ccccc2oc1=O	18	-10
120	Cc1ccc(CNC(=O)c2ccc(F)c(S(=O)(=O)N3CCOCC3)c2)cc1	-6	-9
121	C[Si](C)(C)n1ccnc1	-5	6
122	COCc1ccc(C(=O)NC2CCCN(Cc3ccccc3F)C2)o1 (stereo not given)	-10	2
123	O=C(COc1ccccc1)NCC(=O)N/N=C/c1cccs1	7	1
124	CC(=O)c1cccc(NC(=O)C(C)OC(=O)CCCN=C2NS(=O)(=O)c3ccccc32)c1 (stereo not given)	5	-1
125	O=C(CNc1ccccc1OC(F)F)N1CCc2ccccc21	-7	-1
126	CC(=O)Oc1ccc(Oc2ccc(-c3noc(C)n3)cc2)cc1	15	-10

Bioassay records as filed in PubChem.

The list is partial; the hit share may differ from the screen's.
